SR-BI uptake up – activators of SR-BI mediated DiI-HDL uptake, primary screen, ldlA[mSR-BI] CHO cells, DiI fluorescence; 3 h; 100 = double the neutral-control signal; AID 504775, 2011; hit rate 0.096% among 320,000; activation, % at 12.5 µM;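 active means mean replicate activation of at least 60% and every replicate at or above 60%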;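 further: 0% = median plate neutral-control signal and 100% = twice that signal; values of inactives mirror those of a sister screen read the other way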
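Material: SR-BI-overexpressing, LDLR-lacking CHO cells; schedule: compound exposure 3 h, 37 °C; reagent: DiI-labelled HDL at 10 µg/mL final; technique: bottom-read fluorescence, 550/595 nm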
AddAB inh – growth inhibition of E. coli expressing H. pylori AddAB, primary screen, AddAB inhibitor project, absorbance | inhibition, % at 11.9 µM | hit rate 0.29% among 330,000; in the data active means inhibition above about 12%;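 further: 0% = vehicle wells of infected cells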
E coli growth – E. coli V3065 growth inhibition, primary screen, counter-screen for AddAB inhibitor project, absorbance, OD600 | hit rate 0.27% among 330,000 | inhibition, % at 11.9 µM | 18 h;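 active means inhibition above the campaign's mean inhibition across all tested compounds plus 3 SD, cut at about 9.9% in these data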;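 further: uninfected addAB+ strain grown without phage in ampicillin broth; 0% = DMSO wells and 100% = ciprofloxacin 0.95 µg/ml wells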
SR-BI DiI inh – inhibitors of SR-BI mediated HDL lipid uptake, primary screen, ldlA[mSR-BI] cells, fluorescence, single point. Scavenger receptor class B member 1 (Mus musculus), Q61009. ldlA[mSR-BI] CHO cells, DiI-HDL uptake fluorescence, 3 h. inhibition, % at 12.5 µM. hit rate 0.96% among 320,000;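 active means mean replicate inhibition of at least 70% and a set share of replicates each scoring 70 or more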;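 further: 0% = median of neutral control wells and 100% = median of positive control wells; values of inactives mirror those of a sister screen read the other way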
Target sequence (Q61009 whole entry, looked up): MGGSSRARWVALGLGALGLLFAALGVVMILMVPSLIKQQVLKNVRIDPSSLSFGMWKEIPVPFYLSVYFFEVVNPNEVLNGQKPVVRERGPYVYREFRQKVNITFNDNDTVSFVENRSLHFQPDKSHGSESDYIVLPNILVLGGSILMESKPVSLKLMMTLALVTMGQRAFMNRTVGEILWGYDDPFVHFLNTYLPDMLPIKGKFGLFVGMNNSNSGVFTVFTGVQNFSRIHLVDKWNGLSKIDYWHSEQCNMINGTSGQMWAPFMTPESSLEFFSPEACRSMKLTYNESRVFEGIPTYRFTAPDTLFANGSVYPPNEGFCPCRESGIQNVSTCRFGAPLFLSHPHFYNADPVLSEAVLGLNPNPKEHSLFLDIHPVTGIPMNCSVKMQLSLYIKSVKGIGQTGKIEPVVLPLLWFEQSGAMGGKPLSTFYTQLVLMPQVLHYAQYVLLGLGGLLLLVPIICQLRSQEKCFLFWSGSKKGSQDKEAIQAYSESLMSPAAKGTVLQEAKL
phage Ecoli inh – growth loss of phage-infected E. coli, primary screen, RecBCD inhibitor project, absorbance, with phage, HTS | inhibition, % at 11.9 µM | hit rate 0.26% among 360,000; in the data active means inhibition above about 11%
Tat transport – E. coli Tat export inhibitors, primary screen, MC4100, TorA-mCherry reporter, fluorescence, single point. inhibition, % at 10 µM. hit rate 0.036% among 340,000. AID 488895, 2010;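 active means mean replicate inhibition at least 50% and at least half of replicates individually reaching 50%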;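 further: exported cargo escapes ClpAP degradation while cytoplasmic cargo is degraded and loses fluorescence; 0% = median of neutral control wells and 100% = median of NaSCN control wells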
CAL PDZ FP-1 – untagged CAL PDZ binding inhibitors, primary screen, biochemical, fluorescence polarization, HTS; Golgi-associated PDZ and coiled-coil motif-containing protein (Homo sapiens), Q9HD26; purified CAL PDZ, TMR-peptide fluorescence polarization, 1 h; inhibition, % at 24.9 µM; hit rate 0.92% among 300,000; AID 602252, 2012;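 active means mean inhibition of at least 30% with at least half of replicates also reaching 30%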;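 further: 0% = DMSO neutral control and 100% = excess unlabeled competitor peptide PRC23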
Wnt bcat act – Wnt/beta-catenin pathway activators, primary screen, cell-based, plate reader, single point; Wnt/beta-catenin reporter cell assay, activator; hit rate 1.2% among 300,000; activation, % at 9.35 µM; in the data active means activation above about 30%, passing the limit was not always enough;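 further: 0% = neutral control wells and 100% = positive control wells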
CAL PDZ FP-2 – CAL PDZ peptide-binding inhibitors, primary screen, biochemical, fluorescence polarization, Cer-tagged CAL PDZ, HTS; AID 504414, 2011; purified CAL PDZ, TMR-peptide fluorescence polarization, 1 h; Golgi-associated PDZ and coiled-coil motif-containing protein (Homo sapiens), Q9HD26; hit rate 0.02% among 330,000; inhibition, % at 20 µM;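 active means highest replicate inhibition of at least 40%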;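 further: plate controls were DMSO neutral control wells for no effect and unlabeled competitor peptide control wells for full effect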
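Test system: purified CerCALP PDZ construct; Compound dosing: one concentration, 20 µM compound; Also added: TMR-labelled reporter peptide T*-PRC34 bound in PDZ groove; Read-out: inhibition from polarization loss; Controls: unlabelled peptide and DMSO controls; Signal: FP readout, S and P plane fluorescence; Incubation: 1 h at RT.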
MITF TRPM1 HTS – activators of MITF-driven TRPM1 promoter reporter, primary screen, cell-based, SK-MEL-5, luciferase, single point; SK-MEL-5 TRPM1-promoter luciferase, 24 h; % of positive control, neutral wells = 0; activation, % at 12.5 µM; hit rate 0.75% among 300,000;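 active means mean activation of at least 80% with every replicate also reaching 80%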;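 further: 0% = neutral control wells and 100% = parthenolide positive control wells; values of inactives mirror those of a sister screen read the other way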
An asterisk follows results filed as active; x = no result given; & = joins results of further samples. Compounds were not picked by outcome; 3.6% or so of the library scored in one or more.

SMILES	SR-BI uptake up	AddAB inh	E coli growth	SR-BI DiI inh	phage Ecoli inh	Tat transport	CAL PDZ FP-1	Wnt bcat act	CAL PDZ FP-2	MITF TRPM1 HTS
Cc1c([N+](=O)[O-])cc(S(=O)(=O)Nc2ccc(-c3ccc(N4CCCC4)nn3)cc2)cc1[N+](=O)[O-]	15	1.3	1.4	-15	2.7	-1	-6	8	-1.2	15
Cc1ccccc1NNC(N)=S	-3	6.5	0.8	3	-0.5	-9	-6	1	-0.2	-7
COCCNC(=O)C1(S(=O)(=O)c2ccccc2)CC=CC1	30	6.0	-0.2	-30	1.8	0	0	6	-0.2	22
CCOC(=O)C(C(=O)NCc1cccc(OC)c1)c1ncc(C(F)(F)F)cc1Cl (centres undefined)	1	1.4	-1.7	-1	-0.2	2	0	x	0.3	-3
Cc1ccc(C(=O)Nc2ncc(C)s2)s1	8	1.0	1.6	-8	1.8	-1	-7	20	-0.8	5
CCOc1ccccc1NC(=O)Cn1[nH]c(=O)c2ccccc2c1=O	-20	0.1	2.2	20	x	3	3	x	-1.8	8
COc1cc2[nH]c(=O)n(CCC(=O)N3CCN(c4cccc(C)c4C)CC3)c(=O)c2cc1OC	-37	2.9	-1.8	37	1.7	1	-4	-2	x	x
NC(=S)N=Nc1c(O)[nH]c2c(Br)cc(Br)cc12	-19	-0.7	-1.2	19	1.5	-9	-3	-7	1.3	1
COC(=O)c1cnn(-c2ccccc2)c1C(OC)OC	10	6.2	4.6	-10	-0.5	13	-1	1	0.0	-6
COc1ccc(Nc2cc(C(=O)NCc3ccco3)c3ccccc3n2)c(OC)c1	-58	2.0	0.9	58	4.2	14	1	x	1.3	-2
CCOC(=O)CS(=O)(=O)c1ccc(C(F)(F)F)cn1	6	2.4	1.3	-6	-1.2	17	-2	x	0.2	14
COc1ccc(C(=O)c2oc3ccccc3c2NC(C)=O)cc1	-43	2.3	-2.9	43	2.4	-2	2	23	-2.7	x
CCOC(=O)C(C(=O)OCC)c1cc(Br)c2noc3c2c1C(=O)c1ccccc1-3	-5	3.3	0.8	5	-0.5	6	-4	x	3.2	-95
COc1ccccc1C(=O)NC(=O)CSc1nncn1C	12	0.1	-2.0	-12	3.2	-4	-3	0	-0.8	0
CCC(C)c1ccccc1NC(=O)c1cccnc1 (centres undefined)	46	1.8	-1.6	-46	3.3	23	-3	-1	-2.0	0

4 compounds from above, arranged by their value in Tat transport, highest first.
smiles | Tat transport
CCC(C)c1ccccc1NC(=O)c1cccnc1 (centres undefined) | 23
COC(=O)c1cnn(-c2ccccc2)c1C(OC)OC | 13
Cc1ccc(C(=O)Nc2ncc(C)s2)s1 | -1
NC(=S)N=Nc1c(O)[nH]c2c(Br)cc(Br)cc12 | -9

Further results follow.
SMILES	SR-BI uptake up	AddAB inh	E coli growth	SR-BI DiI inh	phage Ecoli inh	Tat transport	CAL PDZ FP-1	Wnt bcat act	CAL PDZ FP-2	MITF TRPM1 HTS
Cc1nc(SCCOc2ccccc2F)[nH]c(=O)c1Cc1ccccc1	5	0.8	-0.7	-5	3.2	5	x	1	-0.1	34
CN(CC(=O)N1CCc2ccccc2C1)c1ccccc1	12	-0.1	0.7	-12	2.9	-11	-3	-1	x	-4
O=C(/C=C/c1ccco1)NCC1(c2ccccc2)CCCC1	10	1.9	-1.0	-10	3.3	2	0	x	-1.0	13
OCc1cn(-c2ccc(Cl)cc2)nn1	-16	1.4	0.6	16	3.7	-4	-3	-1	-1.4	11
Cc1ccc(CNC(=O)c2ccc(S(=O)(=O)Nc3c(C)n(C)n(-c4ccccc4)c3=O)cc2)cc1	5	2.2	-0.5	-5	2.3	-9	-6	2	1.4	-3
O=C(NNc1ccc([N+](=O)[O-])cc1)C1C2CCCCC21 (centres undefined)	-20	0.0	-3.0	20	5.6	11	-5	3	-0.9	-2
O=C(CSc1nc2ccccc2c(=O)n1Cc1ccccc1)Nc1ccc(Br)cc1C(=O)O	-10	1.1	-0.1	10	0.7	6	-6	-2	-1.7	-11
Cc1sc2nc(SCC(=O)NCCOCCO)nc(N)c2c1C	14	2.5	1.2	-14	2.7	-2	-2	-1	0.1	3
O=C(c1ccccc1[N+](=O)[O-])N1CCCN(C(=O)c2ccccc2[N+](=O)[O-])CC1	-8	1.5	-0.6	8	1.2	-8	3	1	-1.9	8
COc1cccc(NC(=O)Cn2c3ccc(F)cc3c3nc4n(c(=O)c32)CCCS4)c1	-36	3.0	-0.3	36	1.4	4	-3	-1	-2.2	1
O=C1Cc2ccccc2C(=O)N1c1cccc(Cl)c1	2	2.8	0.8	-2	2.2	-3	-4	2	-0.9	-5
Cc1ccc(CC(=O)N2CCC(c3nc4c(nnn4Cc4ccccc4)c(=O)[nH]3)CC2)cc1	9	1.1	-0.5	-9	-0.3	-3	x	-4&-3	-1.1	4
CCOC(=O)C1=C(C)NC(C)=C(C(=O)OCC)C1/C=C/c1ccccc1	-15	0.9	-1.6	15	1.6	20	-5	-5	0.3	-6
O=C1NC(=Nc2ccc(F)cc2)SC1Cc1ccc(F)cc1 (centres undefined)	x	4.5	3.2	x	2.9	x	x	0	x	x
O=C(O)c1cc2c(N3CCC(Cc4ccccc4)CC3)ncnc2s1	18	4.2	1.3	-18	4.5	-6	-6	-12	-4.8	6
c1ccc(CSc2nnc(-c3c[nH]c4ccccc34)o2)cc1	13	1.9	-1.3	-13	6.0	1	0	11	-1.6	64
CCOc1ccc(C(C(=O)NC2CCCC2)N(Cc2ccccc2)C(=O)c2nsc(Cl)c2Cl)cc1 (centres undefined)	-11	3.8	-2.2	11	4.0	0	-2	-2	-0.4	4
COc1ccc(OCC2CNC(=O)O2)cc1 (centres undefined)	3	1.9	1.4	-3	1.8	-2	-3	x	-1.6	-1
O=C(NCCC1=CCCCC1)C1CCCN(S(=O)(=O)c2cnc[nH]2)C1 (centres undefined)	4	3.3	0.1	-4	0.8	3	x	-3	0.2	-2
Cc1c2cnn(CC(=O)NC3CCCC3)c(=O)c2c(C)n1Cc1ccccc1	-20	1.0	0.8	20	0.6	3	0	16	-2.8	7
CC(CNC(=O)COc1ccc2c(c1)OCO2)c1ccccc1 (centres undefined)	14	0.9	-1.2	-14	1.9	-3	-3	6	-0.5	16
O=C(Nc1ccc(C2CC2(Cl)Cl)cc1)c1cccc([N+](=O)[O-])c1 (centres undefined)	-28	1.4	1.4	28	1.5	-13	3	12	8.4	32
CC(C)C(=O)N1CCN(c2ccc(NC(=O)c3ccco3)cc2Cl)CC1	-17	6.0	1.6	17	-0.5	0	x	0	0.1	25
COc1ccc(S(=O)(=O)Cc2ccc(C(=O)N3CCN(c4cccc(C)c4)C(C)C3)o2)cc1 (centres undefined)	-32	0.3	-0.6	32	-0.5	4	-1	-4	0.4	-20
COc1ccc(N/C=C/C(=O)C(F)(F)F)cc1	15	1.7	0.8	-15	0.9	8	2	x	-0.7	9
CCOC(=O)CN1CC23C=CC(O2)C(C(=O)NCc2ccccc2OC)C3C1=O (centres undefined)	4	4.0	1.9	-4	3.3	-12	-2	0	0.5	-2
Cc1cc(NC(=O)CSCc2ccccc2)no1	11	0.8	-0.8	-11	2.6	-1	-3	-2	-2.4	27
CC(C)(C)CC(=O)NC(=S)NCCc1ccccc1	17	1.5	1.6	-17	2.9	0	-2	7	-1.6	16
CCN(CC)C(=O)[C@H]1C[C@H](CC(=O)NCCc2ccccn2)C(=O)N2CCc3c([nH]c4ccc(Cl)cc34)[C@]12C	19	-1.9	-2.7	-19	3.4	-2	-2	-3	-6.6	-12
COc1ccc(OC)c(NC(=O)Nc2ccc3c(c2)OCO3)c1	-31	-1.5	2.3	31	-0.3	4	1	6	1.5	-11

Brought forward from above: two entries, followed by the next part.
SMILES	SR-BI uptake up	AddAB inh	E coli growth	SR-BI DiI inh	phage Ecoli inh	Tat transport	CAL PDZ FP-1	Wnt bcat act	CAL PDZ FP-2	MITF TRPM1 HTS
CCN(CC)C(=O)[C@H]1C[C@H](CC(=O)NCCc2ccccn2)C(=O)N2CCc3c([nH]c4ccc(Cl)cc34)[C@]12C	19	-1.9	-2.7	-19	3.4	-2	-2	-3	-6.6	-12
COc1ccc(OC)c(NC(=O)Nc2ccc3c(c2)OCO3)c1	-31	-1.5	2.3	31	-0.3	4	1	6	1.5	-11
Cc1ccc(S(=O)(=O)NC(C)(C)CN2CCC(Cc3ccccc3)CC2)cc1	-16	4.9	2.7	16	0.9	6	-2	-1	-0.1	-2
CCOC(=O)C1=C(COC(=O)C2CC(=O)N(c3ccccc3F)C2)NC(=O)NC1C (centres undefined)	-3	0.1	-4.2	3	0.9	0	-4	-1	-0.8	8
Cc1cccc2sc(N(CCN(C)C)C(=O)c3cc(Cl)sc3Cl)nc12	-12	6.2	0.5	12	3.4	-6	-2	1	-1.4	8
CCOC(=O)CC(=O)CSc1nc(N)c(C#N)c(-c2ccc(F)cc2)c1C#N	4	0.4	-0.3	-4	-0.4	-5	-3	x	-1.3	-9
COc1cc(/C=N/n2cnnc2)ccc1OCc1ccccc1	4	0.5	0.1	-4	3.6	-6	2	x	-0.4	28
CC1(C)CC(NNCCC#N)=CC(=[N+]2CCCC2)C1	-3	2.8	-0.2	3	3.0	-5	-4	-2	-0.1	-1
O=C(C(c1ccccc1)c1ccccc1)N1CCCc2ccccc21	1	0.5	2.3	-1	2.7	1	0	3	-2.0	-9
C=CCc1cc(S(=O)(=O)c2ccc(O)c(CC=C)c2)ccc1O	29	3.7	-0.7	-29	1.4	-9	-3	-1	-0.7	x
COc1ccc(Br)cc1C(=O)N/N=C/c1cccnc1	-14	1.5	1.4	14	1.3	3	-3	0	-0.1	11
Nc1nc(NCCCN2CCOCC2)nc(Nc2ccccc2F)c1[N+](=O)[O-]	-5	-0.4	-3.4	5	1.6	-7	-4	5	-0.6	18
CCCCONc1ncnc2nonc12	10	2.4	0.0	-10	1.9	1	-1	x	-1.0	-13
CCN1CCCC1CNC(=O)Cn1cccc1C(=O)c1ccccc1 (centres undefined)	14	0.7	-0.2	-14	0.7	-6	-1	x	-0.9	-10
O=C1C(=NO)CCCc2ccccc21	3	x	x	-3	2.9	1	-1	-2	-0.8	8
COc1ccc(-c2cc(C(F)(F)F)nc(SCc3cccc(C(=O)O)c3)n2)cc1	9	2.8	-0.6	-9	2.6	1	-5	-1	-3.4	-9
O=C(NNC(=O)C1CC1)c1ccc(-c2ccccc2)cc1	-13	1.3	1.2	13	1.2	-2	-2	1	-2.6	17
CCCNC(=O)CN1CCC(c2nc3ccccc3[nH]2)CC1	2	2.7	0.5	-2	0.5	-4	-6	-1	-2.2	-2
O=C(COC(=O)c1ccccc1Nc1ccccc1)NCc1ccccc1Cl	-23	-0.9	-1.6	23	3.6	6	1	-4	0.5	0

Screens (PubChem BioAssay)
